HT1080 cytotoxicity = HT1080 cell viability loss – fluorescence readout (AID 620) | 0.42% of 87,000 active | cytotoxicity, % at 10 µM; hits with a dose series show EC50 in µM | HT1080 viability, fluorescence; higher % means a stronger effect; in the data active = cytotoxicity above about 50%;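 note: cells exposed to compound overnight then 4 h with Alamar Blue; 0% = vehicle DMSO and 100% = killing control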
Numbers without * were called inactive. The list is partial; count on the stated rates, not on these rows.

CC(=O)O[C@]1(c2ccccc2)CCN(C)[C@H]2CCCC[C@@H]21
  HT1080 cytotoxicity: -7%
CCCCSC1=NN1c1nc(N)nc(C)c1CC
  HT1080 cytotoxicity: 5%
CN(CCCCC(=O)/C=N/O)Cc1ccccc1 (tested in a mixture with another compound)
  HT1080 cytotoxicity: -13%
O=C(O)[C@@H]1C[C@H]1[C@@H](NP(=O)(c1ccccc1)c1ccccc1)c1ccccc1
  HT1080 cytotoxicity: 3%
CCC1(CC)C(=O)N(Cc2ccccc2)C(=O)N(Cc2ccccc2)C1=O
  HT1080 cytotoxicity: 7%
Cc1cc(NC(=O)COC(=O)c2c(C)nn(Cc3ccccc3Cl)c2C)no1
  HT1080 cytotoxicity: 11%
CCn1cc(C(=O)c2ccccc2)c2ccccc21
  HT1080 cytotoxicity: 4%
CC12CN3CC(C)(CN(C1)C31CCOCC1)C2=O
  HT1080 cytotoxicity: -3%
COc1ccc2c(c1)c(C(=O)CN1CCC3(CC1)OCCO3)c(C)n2Cc1ccccc1
  HT1080 cytotoxicity: 0%
CN(C)CC1CSCCC1(O)c1cccc(Cl)c1 (configuration not stated)
  HT1080 cytotoxicity: -5%
CCOC(=O)C1=C(C)OC(N)=C(C#N)C12C(=O)N(C)c1ccccc12 (configuration not stated)
  HT1080 cytotoxicity: -14%
C=CCn1c(O)c(C(CC)=NC(C)c2ccccc2)c(=O)[nH]c1=O (configuration not stated)
  HT1080 cytotoxicity: -1%
COCCCn1c(N)c(C(=O)Nc2sc3c(c2C(=O)OC)CCCC3)c2nc3ccccc3nc21
  HT1080 cytotoxicity: 11%
Cc1ccc2ccccc2c1NC(=O)CNC1CCCCC1
  HT1080 cytotoxicity: 4%
O=P(NS(=O)(=O)c1ccccc1)(Oc1ccccc1)Oc1ccccc1
  HT1080 cytotoxicity: 11%

Overlap with the part before: five compounds, then new ones.
CCOC(=O)C1=C(C)OC(N)=C(C#N)C12C(=O)N(C)c1ccccc12 (configuration not stated)
  HT1080 cytotoxicity: -14%
C=CCn1c(O)c(C(CC)=NC(C)c2ccccc2)c(=O)[nH]c1=O (configuration not stated)
  HT1080 cytotoxicity: -1%
COCCCn1c(N)c(C(=O)Nc2sc3c(c2C(=O)OC)CCCC3)c2nc3ccccc3nc21
  HT1080 cytotoxicity: 11%
Cc1ccc2ccccc2c1NC(=O)CNC1CCCCC1
  HT1080 cytotoxicity: 4%
O=P(NS(=O)(=O)c1ccccc1)(Oc1ccccc1)Oc1ccccc1
  HT1080 cytotoxicity: 11%
CCCCn1c(O)c(C(CC)=NCc2cccnc2)c(=O)[nH]c1=O
  HT1080 cytotoxicity: 5%
CN(Cc1ccccc1)C(=C(Cl)Cl)/C(=C1/NCCN1Cc1ccc(Cl)nc1)[N+](=O)[O-]
  HT1080 cytotoxicity: 12%
O=P(N1CCCCC1)(N1CCCCC1)C(Cl)(Cl)Cl
  HT1080 cytotoxicity: 8%
Cc1cccc(CN2CCN(Cc3ccc(Cl)cc3)CC2)c1
  HT1080 cytotoxicity: -5%
COc1ccccc1CC1C(=O)C2CCN1CC2 (configuration not stated)
  HT1080 cytotoxicity: -2%
Cc1ccc(-n2nc(C)cc2NC(=O)COc2cc(C)cc3oc(=O)c4c(c23)CCC4)cc1
  HT1080 cytotoxicity: 5%
Cc1c(/C=C2/CC3C4CC=C5CC(O)CCC5(C)C4CCC3(C)C2=O)cnn1C (configuration not stated)
  HT1080 cytotoxicity: 0%
C[C@@]1([C@@H](NP(=O)(c2ccccc2)c2ccccc2)c2ccccc2)C[C@H]1CCO
  HT1080 cytotoxicity: -16%
c1ccc(C2N3CCCN23)cc1 (configuration not stated)
  HT1080 cytotoxicity: -15%
O=C(COC(=O)Cc1ccccc1)NC12CC3CC(CC(C3)C1)C2
  HT1080 cytotoxicity: -6%
Cc1ccc(N)c(C(=O)c2ccccc2)c1
  HT1080 cytotoxicity: -5%
Cc1ccccc1C(O)(Cc1ccccc1)C1CN2CCC1CC2 (configuration not stated)
  HT1080 cytotoxicity: 0%
COC(=O)[C@@]1(Cc2ccccc2)[C@H]2c3cc(C(=O)N(C)C)n(C)c3C[C@H]2CN1C(=O)c1ccccc1
  HT1080 cytotoxicity: -22%
CC1=NN(c2ccccc2)C(=O)C1/C=C1\C(=O)NC(=O)N(c2cc(C)cc(C)c2)C1=O (configuration not stated)
  HT1080 cytotoxicity: 1%
Cc1ccc(-c2nc(N(C)C3CCN(C)CC3)c3ccccc3n2)cc1
  HT1080 cytotoxicity: 20%

A second format for 6 compounds above:
structure | HT1080 cytotoxicity
O=P(N1CCCCC1)(N1CCCCC1)C(Cl)(Cl)Cl | 8%
CCCCn1c(O)c(C(CC)=NCc2cccnc2)c(=O)[nH]c1=O | 5%
CN(Cc1ccccc1)C(=C(Cl)Cl)/C(=C1/NCCN1Cc1ccc(Cl)nc1)[N+](=O)[O-] | 12%
CC12CN3CC(C)(CN(C1)C31CCOCC1)C2=O | -3%
Cc1cccc(CN2CCN(Cc3ccc(Cl)cc3)CC2)c1 | -5%
Cc1cc(NC(=O)COC(=O)c2c(C)nn(Cc3ccccc3Cl)c2C)no1 | 11%

(further entries)
Cc1cc(O)c(CN2CCN(c3ccccc3)CC2)cc1C
  HT1080 cytotoxicity: -6%
Cc1sc2nc(COC(=O)Cc3ccccc3)[nH]c(=O)c2c1C
  HT1080 cytotoxicity: -10%
CCOC(=O)CC1=C(C(=O)OCC)C2(C(=O)N1CC(=O)OC)C(C#N)=C(N)Oc1ccccc12 (configuration not stated)
  HT1080 cytotoxicity: -40%
CC1CN(CCc2ccccc2)CC(C)O1 (configuration not stated)
  HT1080 cytotoxicity: 4%
COCCCNC(=O)c1c(NC(=O)c2ccccc2Cl)n(Cc2ccccc2)c2nc3ccccc3nc12
  HT1080 cytotoxicity: -27%
CCOC(=O)N(C)c1ccc(C(O)(C(=O)OC)C(F)(F)F)cc1 (configuration not stated)
  HT1080 cytotoxicity: -17%
COc1ccc(CCNCc2ccc(OC)c(OC)c2OC)cc1
  HT1080 cytotoxicity: -13%
COc1ccccc1-n1c(O)c(C=NC2CC2)c(=O)[nH]c1=O
  HT1080 cytotoxicity: -10%
Clc1cnc(Oc2ccc(Oc3ncc(Cl)cc3Cl)cc2)c(Cl)c1
  HT1080 cytotoxicity: 8%
O=C1NC(=O)C(CCc2ccncc2)(Cc2ccc3c(c2)OCO3)C(=O)N1CCc1ccccc1 (configuration not stated)
  HT1080 cytotoxicity: -25%
CCCc1[nH]nc2c1C1(C(=O)N(Cc3ccccc3)c3ccccc31)C(C(=O)OC)=C(N)O2 (configuration not stated)
  HT1080 cytotoxicity: -21%
O=C(Cn1cnc2sc3c(c2c1=O)CCCC3)NCCCC(=O)N1CCC2(CC1)OCCO2
  HT1080 cytotoxicity: 7%
COc1ccc(C(=O)CC2(CC(=O)c3ccc(OC)cc3)C(=O)N(C)C(=O)N(C)C2=O)cc1
  HT1080 cytotoxicity: 29%
O=C(c1ccco1)c1cn(Cc2ccc(Cl)cc2)c2ccccc12
  HT1080 cytotoxicity: 5%
O=C1NC(=O)C2(Cc3ccccc3N3CCOCC32)C(=O)N1c1ccccc1 (configuration not stated)
  HT1080 cytotoxicity: -6%

O=c1[nH]c(=S)n(Cc2ccc(F)cc2)c(O)c1C=NCc1cccnc1
  HT1080 cytotoxicity: 2%
CCCCNc1ccncc1S(=O)(=O)NC(=O)NC(C)C
  HT1080 cytotoxicity: -16%
C=CCn1c(O)c(C(C)=NCCN2CCCCC2)c(=O)[nH]c1=O
  HT1080 cytotoxicity: -3%
COc1cccc(OC)c1C(=O)Nc1nc(N)n(-c2ccccc2)n1
  HT1080 cytotoxicity: -13%
CC(C(=O)Nc1ccc(Br)cc1C(=O)c1ccccc1)N1CCOCC1 (configuration not stated)
  HT1080 cytotoxicity: 2%
CCC(C)C12CN3CCN(CC(C)(C3)C1=O)C2 (configuration not stated)
  HT1080 cytotoxicity: -9%
